IDE act – activators of human insulin-degrading enzyme in cells. activation, % at 5.96 µM. P14735. hit rate 0.073% among 340,000. AID 493087. HEK cells, FAbeta-B cleavage, fluorescence polarization; 0% vehicle, 100% cell-free pure enzyme wells;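 active = activation above the mean of all tested compounds plus 3 SD, set per screening campaign, cut at about 17% in these data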
Target sequence (P14735 whole entry, looked up): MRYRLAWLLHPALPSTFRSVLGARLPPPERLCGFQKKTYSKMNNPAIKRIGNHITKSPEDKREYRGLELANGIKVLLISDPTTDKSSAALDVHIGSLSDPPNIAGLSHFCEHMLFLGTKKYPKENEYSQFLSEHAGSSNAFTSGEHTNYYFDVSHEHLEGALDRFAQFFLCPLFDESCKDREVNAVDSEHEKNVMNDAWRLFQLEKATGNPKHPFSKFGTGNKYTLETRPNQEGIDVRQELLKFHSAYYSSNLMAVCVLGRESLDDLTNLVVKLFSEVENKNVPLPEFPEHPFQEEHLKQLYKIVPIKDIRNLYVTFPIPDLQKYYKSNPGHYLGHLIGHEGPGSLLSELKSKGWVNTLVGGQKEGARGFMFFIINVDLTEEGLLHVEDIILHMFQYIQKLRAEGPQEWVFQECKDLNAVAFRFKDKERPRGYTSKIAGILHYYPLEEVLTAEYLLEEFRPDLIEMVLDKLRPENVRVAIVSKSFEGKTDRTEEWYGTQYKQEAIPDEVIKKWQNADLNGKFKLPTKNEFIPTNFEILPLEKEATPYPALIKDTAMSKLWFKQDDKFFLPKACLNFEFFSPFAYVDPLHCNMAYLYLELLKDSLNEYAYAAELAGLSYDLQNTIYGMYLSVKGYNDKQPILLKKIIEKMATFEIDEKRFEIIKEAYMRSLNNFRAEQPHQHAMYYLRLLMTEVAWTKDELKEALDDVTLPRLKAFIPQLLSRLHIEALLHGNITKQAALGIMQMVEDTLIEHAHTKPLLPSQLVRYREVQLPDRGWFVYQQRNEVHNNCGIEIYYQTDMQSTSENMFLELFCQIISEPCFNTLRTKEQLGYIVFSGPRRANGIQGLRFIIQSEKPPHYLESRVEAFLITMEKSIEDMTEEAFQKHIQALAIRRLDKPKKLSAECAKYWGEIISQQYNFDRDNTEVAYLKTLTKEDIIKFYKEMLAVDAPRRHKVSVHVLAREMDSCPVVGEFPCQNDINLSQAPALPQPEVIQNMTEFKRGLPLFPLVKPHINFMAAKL
* hit, by the source's call. An excerpt; the hit share may differ from the screen's.

SMILES | IDE act
Cc1noc(C)c1NC(=O)N(C)C[C@H]1Oc2c(NC(=O)C3CC3)cccc2C(=O)N([C@H](C)CO)C[C@@H]1C | -1
CCCc1cc(=O)[nH]c(SCC(=O)N2c3ccccc3CC2C)n1 (configuration not stated) | 2
Cc1ccccc1OCC(=O)OCC(=O)c1cc(C)n(C2CC2)c1C | 0
Cc1ccc(NC(=O)COC(=O)C2CCN(c3ccc(C(F)(F)F)cn3)CC2)cc1 | -2
COc1ccc([C@H]2CC(=O)C=C(c3cccc4c3sc3ccccc34)C2)cc1OC | -9
CCCCN1CC(=O)N2[C@H]3c4ccccc4OC[C@@H]3[C@H](C(=O)OCC)[C@]2(C)C1=O | 3
Nc1c(N(Cc2ccccc2)C(=O)COc2cccc(Cl)c2)c(=O)[nH]c(=O)n1Cc1ccccc1 | -2
COc1cc2c3nc4n(c(=O)c3n(CC(=O)N3CCCC3)c2cc1OC)CCS4 | 5
Cc1cc(C)c(C(=O)COC(=O)CN2C(=O)NC3(CCCC3)C2=O)cc1C | 2
NC(=O)C1CC(=O)N(c2ccc(OCC(=O)Nc3ccccc3F)cc2)C1 (configuration not stated) | 2
CCCCN(C(=O)CSc1nc2ccccc2s1)c1c(N)n(CCCC)c(=O)[nH]c1=O | 0
Cc1nc2c(O)c3c(c(O)c2nc1C)C1C=CC3CC1 | 4
COc1ccc(-c2cc(=O)c3c(C)cc(O)cc3o2)cc1 | 3
COc1ccc(-c2cc(=O)c3ccc(O)cc3o2)cc1 | 4
OCC(O)C1OCOC(C(O)CO)C1O (configuration not stated) | 4
O=C(CCNC(=O)c1ccccc1)NNC(=O)c1ccccc1Br | 3
Cc1ccc(S(=O)(=O)NC2CC(=O)N(c3ccc4c(c3)OCCO4)C2)cc1 (configuration not stated) | 5
NS(=O)(=O)c1cc(C(=O)NNC(=O)c2ccc3c(c2)OCO3)ccc1Cl | -3
Cc1noc(C)c1COC(=O)C1CCN(S(=O)(=O)c2c(Cl)cccc2Cl)CC1 | 3
NC(=O)C1CCN(c2ccc(S(=O)(=O)N3CCCCC3)cc2[N+](=O)[O-])CC1 | 1
COc1ccc(CNC(=O)C(C)OC(=O)CO/N=C(\C)c2ccc3c(c2)OCO3)cc1 (configuration not stated) | -1
COc1ccc(CN(C)C(=O)c2ccc(NC(=O)CC3SC(N4CCCCC4)=NC3=O)cc2)c(OC)c1 (configuration not stated) | 7
CCCC1OC(c2ccco2)OCC1CC (configuration not stated) | 6
COc1ccc(CC(=O)NNC(=O)c2cc(Cl)ccc2OC)cc1 | 7
CC/C(=N/NC(=O)c1ccc2c(c1)OCO2)c1ccccc1O | 6
CCN(Cc1ccccc1)S(=O)(=O)CCNC(=O)c1ccc(OC)cc1 | 4
CCN1C(=O)[C@@H]2[C@H](C1=O)[C@@H]1C(=O)Nc3ccccc3C(=O)N1[C@@H]2c1cccc(C)c1 | 4
CSCCC(NC(=O)c1ccccc1Cl)C(=O)NNC(=O)c1ccccc1O (configuration not stated) | 5
COc1ccc(NC(=O)COC(=O)Cc2cccs2)cc1OC | 6
O=C(CSc1nnc(COc2ccc(Cl)cc2)o1)Nc1ccc(N2CCOCC2)cc1 | 4
Cc1cc(C(=O)COC(=O)/C=C/c2ccco2)c(C)n1C | 1
COc1ccc(N(CC(=O)NC2CCCCC2)S(=O)(=O)c2cccs2)cc1 | 3
Cc1noc(C)c1S(=O)(=O)Nc1ccc2c(c1)CC(=O)N([C@H](C)CO)C[C@H](C)[C@H](CN(C)S(=O)(=O)c1ccc(F)cc1)O2 | 6
COc1ccc(N2CCN(C(=O)c3cc(S(=O)(=O)N4CCCCCC4)ccc3OC)CC2)cc1 | -5
Cc1ccc(/C=C/C(=O)OCC(=O)NC(C)c2ccccc2)o1 (configuration not stated) | 8
CCNC(=O)c1cccc(NC(=O)CC2SC(N3CCCCC3)=NC2=O)c1 (configuration not stated) | 1
Cc1ccccc1NC(=O)C1CCCN1S(=O)(=O)c1ccccc1C(F)(F)F (configuration not stated) | 7
O=C(CN1CCN(S(=O)(=O)c2ccc3c(c2)OCCO3)CC1)Nc1cccc(F)c1 | -1
CN(CC(=O)Nc1ccc(Cl)cc1)C(=O)COc1ncnc2ccccc12 | 0
CCc1noc(C)c1C(=O)NNC(=O)c1ccc(Br)cc1 | 5

3 entries from above, arranged by the value under IDE act, highest first:
| SMILES | IDE act |
| --- | --- |
| Cc1nc2c(O)c3c(c(O)c2nc1C)C1C=CC3CC1 | 4 |
| Cc1cc(C(=O)COC(=O)/C=C/c2ccco2)c(C)n1C | 1 |
| Cc1ccc(NC(=O)COC(=O)C2CCN(c3ccc(C(F)(F)F)cn3)CC2)cc1 | -2 |

Other records follow.
SMILES | IDE act
CSc1cc(SC)ncn1 | 4
Cc1c(NS(=O)(=O)c2cccc(C(=O)Nc3cccc(F)c3)c2)c(=O)n(-c2ccccc2)n1C | 6
O=C1N[C@@H](Cc2c[nH]c3ccccc23)C(=O)N[C@H]1Cc1ccccc1 | -4
COc1cccc(N2CC(C(=O)Nc3c(C(N)=O)oc4ccccc34)CC2=O)c1 (configuration not stated) | -2
CC(=O)C1CCC2C3CCC4CC(=O)CCC4(C)C3C=CC12C (configuration not stated) | 2
O=C(Nc1cccc(S(=O)(=O)NC2=NCCC2)c1)c1c(F)cccc1Cl | -5
COC(=O)[C@]1(C)N[C@H](CN(C)S(=O)(=O)c2ccc(OC(F)(F)F)cc2)[C@@H]2C(=O)N(C)C(=O)[C@@H]21 | 1
CN(C)C1=NCCN1CCC1CCCCC1 | -2
COc1ccc(CCC(=O)NCCS(=O)(=O)N2CCN(c3ccccc3)CC2)cc1 | 7
CN(CC(=O)Nc1cccc(F)c1)C(=O)c1ccc2c(=O)n3c(nc2c1)CCC3 | 2
CCC(CC)NC(=O)c1cc(S(=O)(=O)N2CCCCC2)ccc1N1CCOCC1 | 8
NC(=O)Cn1nc(-c2ccccc2)nc1-c1ccccc1 | 1
COc1ccc(C(=O)Oc2ccc(/C=N/NC(=O)c3cccnc3)cc2OC)cc1 | 0
CCN(C[C@H]1N[C@@](Cc2ccccc2)(C(=O)OC)[C@H]2C(=O)N(C)C(=O)[C@@H]12)C(=O)Nc1ccc(F)cc1 | 1
CC(=O)N1CCN(C(=O)c2ccc(S(=O)(=O)Nc3cccc(C(F)(F)F)c3)cc2)CC1 | -2
COc1ccccc1C(=O)NC(=O)COC(=O)C1CC1C (configuration not stated) | 1
Cc1csc(SC(C)C(=O)Nc2ccccc2C)n1 (configuration not stated) | 2
Cc1ccc2nc(-c3ccc(NC(=O)C(C)Sc4nncs4)cc3)sc2c1 (configuration not stated) | -12
CCc1sc(C(=O)NNC(=O)CNC(=O)c2ccccc2F)cc1C | 1
COc1ccc(-c2ccc(-c3cc(=O)oc4cc(OC)c(OC)c(OC)c34)cc2)cc1 | 0

Part of the list above, reformatted:
IDE act	Compound
1	NC(=O)Cn1nc(-c2ccccc2)nc1-c1ccccc1
2	CN(CC(=O)Nc1cccc(F)c1)C(=O)c1ccc2c(=O)n3c(nc2c1)CCC3
0	COc1ccc(C(=O)Oc2ccc(/C=N/NC(=O)c3cccnc3)cc2OC)cc1
1	CCN(C[C@H]1N[C@@](Cc2ccccc2)(C(=O)OC)[C@H]2C(=O)N(C)C(=O)[C@@H]12)C(=O)Nc1ccc(F)cc1
4	CSc1cc(SC)ncn1
1	COC(=O)[C@]1(C)N[C@H](CN(C)S(=O)(=O)c2ccc(OC(F)(F)F)cc2)[C@@H]2C(=O)N(C)C(=O)[C@@H]21

Carrying on.
SMILES | IDE act
O=C(NN=Cc1ccccc1O)C(O)(c1ccccc1)c1ccccc1 | 1
CC1Cc2ccccc2N1C(=O)Cn1cc([N+](=O)[O-])ccc1=O (configuration not stated) | 1
Cc1ccc(NC(=O)CSc2nc(=O)n3cc(C)ccc3n2)c(C)c1 | 0
O=C1N[C@H](Cc2ccccc2)COC(=O)[C@H](Cc2ccc(F)cc2)C/C=C\C[C@H]1CC(=O)N(CCO)Cc1ccccc1 | 2
O=S(=O)(NCCCCCCNS(=O)(=O)c1c(F)cccc1F)c1ccc2c(c1)OCCO2 | -2
CCc1ccc(C(=O)OCC(=O)N(CCOC)c2c(N)n(Cc3ccccc3)c(=O)[nH]c2=O)cc1 | 1
O=S(=O)(Nc1cc(S(=O)(=O)N2CCOCC2)ccc1NCC1CCCO1)c1ccccc1 (configuration not stated) | 3
O=C(COC(=O)C1CCCCC1)Nc1cccc(Br)c1 | 3
Cn1nc(C(=O)OCC(=O)Nc2cc(Cl)ccc2C#N)c2ccccc2c1=O | 1
CCC(=O)OCC(=O)C1(OC(=O)CC)[C@H](C)C[C@H]2[C@H]3[C@H]([C@@H](O)C[C@@]21C)[C@@]1(C)C=CC(=O)C=C1C[C@H]3Cl (some centres not stated) | 4
OC(CSc1ccccc1)CN1CCN(c2ccccc2)CC1 (configuration not stated) | -3
Cc1cnc(C(=O)OCC(=O)Nc2cc(S(=O)(=O)N3CCOCC3)ccc2Cl)cn1 | 2
O=C(O)c1ccccc1CC(CCc1ccccc1)C(=O)O (configuration not stated) | 4
CC(C)C[C@@H](CO)NS(=O)(=O)c1cc(Cl)ccc1F | 1
CCCNC(=O)CN1CCN(S(=O)(=O)c2ccc(Br)s2)CC1 | 3
Cc1ccc(Cc2ccccc2C(=O)O)cc1 | 6
O=C(C[C@H]1C/C=C\CC[C@@H](Cc2ccc(F)cc2)C(=O)O[C@@H](c2ccccc2)CNC1=O)N[C@@H](CO)Cc1ccccc1 | 1
CN(c1ccc(OCCOc2ccccc2Cl)cc1)S(=O)(=O)c1ccccc1 | 4
COc1cc(CCC(=O)OCC(=O)Nc2cc(S(=O)(=O)N3CCOCC3)ccc2Cl)cc(OC)c1OC | 3
O=C(c1cc(Br)ccc1Cl)N1CCN(c2ccc(N3CCOCC3)nn2)CC1 | 10
COc1cc(OC)cc(-c2c(C#Cc3ccsc3)c3cc(Br)ccc3n2C)c1 | -1
CC(C)CN(C(=O)COC(=O)/C=C/c1cccs1)c1c(N)n(Cc2ccccc2)c(=O)[nH]c1=O | -4
O=C(NCCc1ccc(F)cc1)c1ccc(NS(=O)(=O)c2ccc3[nH]c(=O)[nH]c3c2)cc1 | -1
COc1ccc(OCC(=O)N(C)CC2COc3ccccc3O2)cc1 (configuration not stated) | 3
CCCCCCCNC(=O)C1(CC2CC(c3cccc(Br)c3)=NO2)CCN(C(=O)C2CCCC2)CC1 (configuration not stated) | -1
Cc1ccccc1C(=O)Nc1cccc(-c2ccc(N3CCOCC3)nn2)c1 | -5
Cn1nc(-c2ccccc2)cc1NC(=O)c1ccc(Cl)cc1 | -6
CCOc1ccc(S(=O)(=O)Nc2cccc(C(=O)N(C)CC(=O)Nc3cccc(OC)c3)c2)cc1 | 3
CC12CCCCC1C(C(N)=O)C(=O)O2 (configuration not stated) | 7
CCOc1cc(N2CCOCC2)c(OCC)cc1NC(=O)c1ccc(S(=O)(=O)N2CC(C)OC(C)C2)cc1 (configuration not stated) | 5
CN(CC(=O)Nc1ccccc1Br)C(=O)c1cc([N+](=O)[O-])ccc1N1CCOCC1 | -3
O=C(Cc1cccc(NC(=O)C2CCN(C(=O)C3CCCC3)CC2)c1)Nc1cccc(C(=O)N2CCCCC2)c1 | 3
CCCC(=O)c1ccc(OCc2cn(CC(=O)c3ccc(O)cc3)nn2)cc1 | -3
CCC(CC)C(=O)OCC(=O)C1(O)CCC2C3CCC4=CC(=O)CCC4(C)C3C(O)CC21C (configuration not stated) | 1
O=S(=O)(c1ccc(SCCO)nc1)N1CCOCC1 | 1
CSc1nnc(SCC(=O)N(C)c2c(N)n(Cc3ccccc3)c(=O)[nH]c2=O)s1 | 6
O=C(CCS(=O)(=O)c1ccc(Cl)cc1)Nc1nccs1 | 3
Cc1ccc(N2C(=O)N(CC(=O)Nc3cc(F)ccc3C)C(=O)C2C)cc1 (configuration not stated) | 3
Cc1noc(C)c1S(=O)(=O)N(C)C[C@H]1Oc2c(cccc2N(C)C)C(=O)N([C@H](C)CO)C[C@@H]1C | -1
C=CCOc1ccc(/C=C/C(=O)OCC(=O)N2CCCc3ccccc32)cc1 | 1
COc1ccc(-c2csc3ncnc(N4CCN(S(=O)(=O)c5cccs5)CC4)c23)cc1 | -3
O=C(CNC(=O)c1ccc(Cl)cc1Cl)OCC(=O)N1CCCC1 | 2
O=C(C[C@H]1C/C=C\C[C@H](Cc2ccc(F)cc2)C(=O)OCCNC1=O)NCCO | 0
Cc1cc(C)c(NC(=O)CNC(=O)CSc2nnc(N)s2)c(C)c1 | 1
CCOc1ccc(NC(=O)CN(C)C(=O)C2CSC3(C)CCC(=O)N23)cc1OCC (configuration not stated) | 1
Cc1ncnc(N)c1CCCNc1ccccc1 | 6
C#CCOCCOCCOCCNc1nc(N2CCN(C(=O)[C@H](CCCCN)n3cc(CCCC)nn3)CC2)nc(N2CCN(C(=O)[C@H](CCCCN)n3cc(CCC(=O)O)nn3)CC2)n1 | 8
CCN(CC(=O)Nc1ccc(NC(C)=O)cc1)C(=O)c1ccc(C(=O)c2ccccc2)cc1 | 5
O=C(O)C(Cc1cccs1)c1cccs1 (configuration not stated) | 0
O=c1[nH]cnc2c1ncn2C1OCC(O)C(O)C1O (configuration not stated) | -2
COc1ccc(S(=O)(=O)NCC(c2ccc3c(c2)OCO3)N2CCN(C)CC2)cc1OC (configuration not stated) | 3
NC(=O)C1CCCN(C(=O)c2ccc3c(c2)NC(=O)CS3)C1 (configuration not stated) | 5
Nc1cc(Cl)cc2c1-c1ccc(Cl)cc1C2O (configuration not stated) | -1

A draw from above in order of molar mass, rising:
SMILES | IDE act
Cc1ncnc(N)c1CCCNc1ccccc1 | 6
O=c1[nH]cnc2c1ncn2C1OCC(O)C(O)C1O (configuration not stated) | -2
O=C(C[C@H]1C/C=C\C[C@H](Cc2ccc(F)cc2)C(=O)OCCNC1=O)NCCO | 0
COc1ccc(S(=O)(=O)NCC(c2ccc3c(c2)OCO3)N2CCN(C)CC2)cc1OC (configuration not stated) | 3
